Screening results (PubChem BioAssay)
FH mod: Identification of activators of human fumarate hydratase by quantitative high-throughput screening; Potency, µM (titrated, usually from 79.9 µM), for inactives: at the highest dose activity change, negative = inhibition, hits mostly inhibitors; AID 1347055, 2019; 54,000 tested, 0.22% active; Fumarate hydratase, mitochondrial (Homo sapiens), P07954; FH coupled MDH/diaphorase resazurin fluorescence, 15 min; note: the screen sought activators but most active calls are inhibition curves; nearly all actives have a fitted effect of over 45% in size
p53null 32C kill: p53 null cell cytotoxicity, permissive temperature; AID 903; H1299-neo p53 null cells, ATP luminescence, 24 h, 32C; Potency, µM (titrated, usually from 46.1 µM), inactives show at the top dose activity change, negative = cytotoxicity, most hits filed as cytotoxic; 55,000 tested, 0.62% active;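 note: 0% = DMSO only and -100% = full killing by 100 µM tamoxifen; nearly all actives have a fitted effect of over 55% in size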
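Cytotoxicity: H1299-neo (no p53), 32C, 24 h treatment. Concentrations up to 46 uM. Readout cellular ATP, luminescence. Normalization to DMSO basal and tamoxifen 100 uM maximal kill.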
NTMT1 inh: NTMT1 methyltransferase inhibition | Q9BV86 | NTMT1 MTase-Glo SAH luminescence, purified enzyme | Potency, µM (series often up to 114 µM), for inactives: at the top dose activity change, negative = inhibition, most hits filed as inhibitors | 59,000 tested, 2.5% active | AID 1645870;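 note: plate controls were DMSO vehicle for no effect and no enzyme for full effect; nearly all actives have a fitted effect of over 65% in size; many of its hits are not listed in these tables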
p53null 39C tox: selectivity test: cytotoxicity in p53 null cells, nonpermissive temperature | H1299 p53-null (neo) cells, 39C, ATPlite viability, 24 h | Potency, µM (doses to about 46.1 µM), for inactives: at the top dose activity, negative = cell killing, most hits filed as cytotoxic | 55,000 tested, 0.97% active;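 note: 0% = DMSO only and -100% = full killing by 100 µM tamoxifen; nearly all actives have a fitted effect of over 50% in size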
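ATP-luminescence viability readout (ATPlite, 20 min RT) after 24 hr compound treatment at 39C of H1299-neo or H1299-p53A138V cells; titration up to 46 uM; normalized to DMSO and 100 uM tamoxifen; Hill-fit AC50.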
* hit, by the source's call; [ ] = dose if it differs, or a comment. Calls come from the whole dose curve; as a rule, active = well fitted curve in the direction sought with a large enough effect; inconclusive = small, poorly fitted or top-dose-only effect, or another doubt; inactive = no such curve, though single readings can be large; an effect the other way counts as inactive or inconclusive. Unless noted, % is set by controls: 0 for no effect and ±100 for the full control effect; potency is the fitted concentration of half-maximal effect. The list is partial, so the mix of outcomes need not match the whole.

Start of the listing, in advance, 6 compounds:
What do the screens show for `CCC(C)(C)NC(=O)C(c1ccc(OC)cc1)N(CC1CCCO1)C(=O)CCC(=O)Nc1cc(C)on1` (stereo unspecified)?
p53null 32C kill: -3%; p53null 39C tox: -3%

Results for CCCCCCc1cc2cc(-c3nnc(-c4cc(OC)c(OC)c(OC)c4)o3)c(=O)oc2cc1O ?
p53null 32C kill: 2%; p53null 39C tox: 2%

How did Cc1cc(NC2CCCCC2)nc(-n2nc(C)cc2C)n1 do in these assays?
FH mod: -10%[53.3 µM]

How did COc1ccc(-c2cc3ncc(C)n3c(Nc3ncccc3C(N)=O)n2)cc1OC do in these assays?
FH mod: -25%[53.3 µM]

Results for CNCC[C@H](Oc1ccc(C(F)(F)F)cc1)c1ccccc1 ?
FH mod: -5%[53.3 µM]

How did C[N+](C)(C)CCO do in these assays?
FH mod: -2%[53.3 µM]

The list itself, repeating the preview:
What do the screens show for `CCC(C)(C)NC(=O)C(c1ccc(OC)cc1)N(CC1CCCO1)C(=O)CCC(=O)Nc1cc(C)on1` (stereo unspecified)?
p53null 32C kill: -3%; p53null 39C tox: -3%

Results for CCCCCCc1cc2cc(-c3nnc(-c4cc(OC)c(OC)c(OC)c4)o3)c(=O)oc2cc1O ?
p53null 32C kill: 2%; p53null 39C tox: 2%

How did Cc1cc(NC2CCCCC2)nc(-n2nc(C)cc2C)n1 do in these assays?
FH mod: -10%[53.3 µM]

How did COc1ccc(-c2cc3ncc(C)n3c(Nc3ncccc3C(N)=O)n2)cc1OC do in these assays?
FH mod: -25%[53.3 µM]

Results for CNCC[C@H](Oc1ccc(C(F)(F)F)cc1)c1ccccc1 ?
FH mod: -5%[53.3 µM]

How did C[N+](C)(C)CCO do in these assays?
FH mod: -2%[53.3 µM]

What do the screens show for `COc1ccc(/C=C2\COc3ccc(C)cc3C2=O)cc1O`?
FH mod: -22%[53.3 µM]

What do the screens show for `Cn1c(=O)[nH]c2ncn(C)c2c1=O`?
FH mod: -6%[53.3 µM]

Results for CC1CN(S(=O)(=O)c2cccc3cnccc23)CCN1 (stereo unspecified) ?
FH mod: -7%[53.3 µM]

What do the screens show for `Nn1nnc2ccccc21`?
FH mod: -15%[53.3 µM]

Results for Nc1ncnc2c1ncn2C1CCCO1 (stereo unspecified) ?
FH mod: 0%[53.3 µM]

What do the screens show for `CN1CCN(c2nc3cc(C(F)(F)F)ccc3n3cccc23)CC1`?
FH mod: -23%[53.3 µM]

5 compounds from above, sorted by length of the SMILES, smallest number first.
Results for Nc1ncnc2c1ncn2C1CCCO1 (stereo unspecified) ?
FH mod: 0%[53.3 µM]

How did Cc1cc(NC2CCCCC2)nc(-n2nc(C)cc2C)n1 do in these assays?
FH mod: -10%[53.3 µM]

Results for CNCC[C@H](Oc1ccc(C(F)(F)F)cc1)c1ccccc1 ?
FH mod: -5%[53.3 µM]

What do the screens show for `CN1CCN(c2nc3cc(C(F)(F)F)ccc3n3cccc23)CC1`?
FH mod: -23%[53.3 µM]

How did COc1ccc(-c2cc3ncc(C)n3c(Nc3ncccc3C(N)=O)n2)cc1OC do in these assays?
FH mod: -25%[53.3 µM]

Further structures follow:
How did O=C(O)C1=CCCNC1 do in these assays?
FH mod: -19%[53.3 µM]

Results for COCCOc1cc2ncnc(Cl)c2cc1OCCOC ?
FH mod: -16%[53.3 µM]

How did O=C(Nc1ccccc1)c1cc([N+](=O)[O-])ccc1Cl do in these assays?
FH mod: 3%[53.3 µM]

What do the screens show for `Nc1ccc(CCNc2ncnc3c2ncn3C2OC(CO)C(O)C2O)cc1` (stereo unspecified)?
FH mod: -27%[53.3 µM]

How did Nc1nc2ccc(Cl)cc2c2nc(-c3ccco3)nn12 do in these assays?
FH mod: -26%[53.3 µM]

How did CCCN(CCc1ccccc1)C1CCc2c(O)cccc2C1 (stereo unspecified) do in these assays?
FH mod: -5%[53.3 µM]

Results for Nc1ccc(-c2nc3ccc(-c4nc5ccc(N)cc5[nH]4)cc3[nH]2)cc1 ?
FH mod: inconclusive

What do the screens show for `Nc1ccc2c3c(cccc13)C(=O)NC2=O`?
FH mod: -9%[53.3 µM]

Results for Oc1cc2c(cc1O)C(c1ccccc1)CNCC2 (stereo unspecified) ?
FH mod: inconclusive

What do the screens show for `O=C(O)C1=CCNCC1`?
FH mod: -6%[53.3 µM]

How did N=C(N)c1ccc(OCCCCCOc2ccc(C(=N)N)cc2)cc1 (tested in a mixture with another compound) do in these assays?
FH mod: -5%[53.3 µM]

Results for COc1ccccc1N1CCN(CCCCNC(=O)c2ccc3ccccc3c2)CC1 ?
FH mod: -8%[53.3 µM]

What do the screens show for `O=C(O)C1CCCNC1` (stereo unspecified)?
FH mod: -2%[53.3 µM]

What do the screens show for `O=C(O)c1ccccc1Nc1ccccc1`?
FH mod: -25%[53.3 µM]

Results for CCCC1O[C@@H]2C[C@H]3[C@@H]4CCC5=CC(=O)C=C[C@]5(C)[C@H]4[C@@H](O)C[C@]3(C)[C@]2(C(=O)CO)O1 (stereo partly specified) ?
FH mod: 0%[53.3 µM]

How did CCCCCCCC/C=C\CCCCCCCC(=O)NCCc1ccc(O)c(O)c1 do in these assays?
FH mod: inconclusive

How did N=C(N)c1ccc(N)cc1 do in these assays?
FH mod: -10%[53.3 µM]

Results for [N-]=[N+]=Nc1ccc(C(=O)CSC[C@H](NC(=O)CC[C@H](N)C(=O)O)C(=O)NCC(=O)O)cc1 ?
FH mod: 32µM*

Results for O=C(NOCC1CC1)c1cc(Br)c(F)c(F)c1Nc1ccc(I)cc1Cl ?
FH mod: -24%[53.3 µM]

Results for Nc1nc(SCc2ccc([N+](=O)[O-])cc2)c2ncn([C@@H]3O[C@H](CO)C(O)[C@H]3O)c2n1 (stereo partly specified) ?
FH mod: -11%[53.3 µM]

How did C/C(=C\c1ccc(C(=O)O)cc1)c1ccc2c(c1)C(C)(C)CCC2(C)C do in these assays?
FH mod: inconclusive

What do the screens show for `O=C(c1ccc(Cl)cc1)N1CCN(c2ccc([N+](=O)[O-])c3ncccc23)CC1`?
FH mod: inconclusive

What do the screens show for `NCC(O)C1CCCCCCC1` (stereo unspecified)?
FH mod: -22%[53.3 µM]

How did N[C@H](C(=O)O)[C@H](O)C(=O)O do in these assays?
FH mod: 7%[53.3 µM]

How did C=C1C[C@@]23CC[C@H]4[C@@](C)(CCC[C@@]4(C)C(=O)O)[C@@H]2CC[C@]1(O)C3 do in these assays?
FH mod: -18%[53.3 µM]

Results for O=C1C(SCCO)=C(SCCO)C(=O)c2ccccc21 ?
FH mod: 7.9µM*

How did C=CC1(C)CC(=O)C2(O)C(C)(O1)C(OC(C)=O)C(O)C1C(C)(C)CCC(O)C12C (stereo unspecified) do in these assays?
FH mod: 2%[53.3 µM]

Results for CCCCCCCCCC(=O)NC(CN1CCOCC1)[C@H](O)c1ccccc1 (stereo partly specified) ?
FH mod: -12%[53.3 µM]

Results for Nc1nc2ccc(Cl)cc2n2c(-c3ccccc3)nnc12 ?
FH mod: -17%[53.3 µM]

How did CCOC(=O)[C@H](CCc1ccccc1)N[C@@H](C)C(=O)N1[C@H](C(=O)O)C[C@H]2CCCC[C@@H]21 do in these assays?
FH mod: -8%[53.3 µM]

What do the screens show for `Nc1ncnc2c1ncn2C1CCCC1`?
FH mod: -12%[53.3 µM]

Results for CC(=O)C(C)=O ?
FH mod: -17%[53.3 µM]

What do the screens show for `COc1ccc2c(c1)c(CC(=O)O)c(C)n2C(=O)c1ccccc1`?
FH mod: -23%[53.3 µM]

What do the screens show for `Cc1cccc(C(=O)NCN2CCN(c3ccccc3C#N)CC2)c1`?
FH mod: -18%[53.3 µM]

How did O=C(O)CCC/C=C\C[C@@H]1[C@@H](/C=C/[C@H](O)C2Cc3ccccc3C2)[C@@H](F)C[C@@H]1O do in these assays?
FH mod: 1%[53.3 µM]

How did Nc1ncnc2c1ncn2[C@@H]1O[C@H](CO)C(O)[C@H]1O (stereo partly specified) do in these assays?
FH mod: -9%[53.3 µM]

Results for c1ccc(C2CN3CCSC3=N2)cc1 (stereo unspecified) ?
FH mod: 0%[53.3 µM]

Results for OC[C@H]1O[C@@H](n2cnc3c(NC4CCCCC4)ncnc32)[C@H](O)[C@@H]1O ?
FH mod: -15%[53.3 µM]

How did CC(C)C[C@H](NC(=O)[C@H](O)[C@H](N)Cc1ccccc1)C(=O)O do in these assays?
FH mod: -10%[53.3 µM]

What do the screens show for `CC1CCN(CC[C@H]2CCCN2S(=O)(=O)c2cccc(O)c2)CC1`?
FH mod: -11%[53.3 µM]

What do the screens show for `CC(C)(C)NCC(O)COc1nsnc1N1CCOCC1` (stereo unspecified)?
FH mod: 3%[53.3 µM]

How did NCCCCN do in these assays?
FH mod: -15%[53.3 µM]

How did CCCCCCC(=O)OC1CC(C)(C)NC(C)(C)C1 do in these assays?
FH mod: -1%[53.3 µM]

How did Oc1cc(O)c2c(c1)O[C@H](c1ccc(O)c(O)c1)[C@@H](O)C2 do in these assays?
FH mod: inconclusive

Results for NC(=O)C(=O)O ?
FH mod: -14%[53.3 µM]

How did COc1cc2c(CCNC(C)=O)c[nH]c2cc1Cl do in these assays?
FH mod: -29%[53.3 µM]

How did NC1C=CC=C(C(=O)O)C1 (stereo unspecified) do in these assays?
FH mod: -6%[53.3 µM]

How did NC(N)=NC(N)=Nc1ccccc1 do in these assays?
FH mod: inconclusive

Results for Fc1ccc(C(OCCCc2cnc[nH]2)c2ccc(F)cc2)cc1 ?
FH mod: -16%[53.3 µM]

Results for CN1[C@@H](CC(=O)c2ccccc2)CCC[C@H]1C[C@H](O)c1ccccc1 ?
FH mod: -11%[53.3 µM]

What do the screens show for `Oc1ccc(/C=C/c2ccc(/C=C/c3ccc(O)cc3)c(Br)c2)cc1`?
FH mod: inconclusive

Results for C[N+]1(CCCCC[N+]2(C)CCCC2)CCCC1 ?
FH mod: -1%[53.3 µM]

Results for CN1C2CCC1CC(OC(=O)C(O)c1ccccc1)C2 (stereo unspecified) ?
FH mod: -14%[53.3 µM]

Results for CNC(=O)c1cc2c(cn1)[nH]c1ccccc12 ?
FH mod: -26%[53.3 µM]

What do the screens show for `CCCCC#Cc1nc(NC)c2ncn([C@@H]3O[C@H](CO)[C@@H](O)C3O)c2n1` (stereo partly specified)?
FH mod: -8%[53.3 µM]

What do the screens show for `C[C@@H]1C(=O)NC2=Nc3cccc(Cl)c3CN21`?
FH mod: -15%[53.3 µM]

Results for CCCCCC(O)CCCC(=O)O (stereo unspecified) ?
FH mod: -4%[53.3 µM]

How did CCCCN=C(N)N=C(N)N do in these assays?
FH mod: inactive

Results for C#CC(N)CCC(=O)O (stereo unspecified) ?
FH mod: -15%[53.3 µM]

Results for CCCCCCN(CCCCCC)C(=O)Cc1c(-c2ccc(F)cc2)[nH]c2ccccc12 ?
FH mod: -23%[53.3 µM]

Results for NC1(C(=O)O)CCc2cc(C(=O)O)ccc21 (stereo unspecified) ?
FH mod: inconclusive

How did CO/N=C(\C(=O)N[C@@H]1C(=O)N2C(C(=O)O)=C(COC(C)=O)CS[C@H]12)c1csc(N)n1 (stereo in doubt) do in these assays?
FH mod: -9%[53.3 µM]

How did O=C(O)CCC(C(=O)O)N1C(=O)c2ccccc2C1=O (stereo unspecified) do in these assays?
FH mod: -8%[53.3 µM]

How did CC(C)(C)[C@]1(O)CCN2C[C@H]3c4ccccc4CCc4cccc(c43)[C@@H]2C1 do in these assays?
FH mod: inconclusive

What do the screens show for `CC(=O)O[C@H]1CC2(C)[C@@H](C[C@@H](O)[C@H]3[C@@]4(C)CC[C@@H](O)[C@@H](C)[C@@H]4CC[C@@]32C)C1=C(CCC=C(C)C)C(=O)O` (stereo partly specified)?
FH mod: -7%[53.3 µM]

What do the screens show for `C=CCn1c(=O)c2c(nc(-c3ccc(S(=O)(=O)O)cc3)n2C)n(C)c1=O`?
FH mod: -16%[53.3 µM]

Results for Fc1ccc(Nc2cc(-c3ccccc3)nc(-c3ccncc3)n2)cc1F ?
NTMT1 inh: inconclusive

How did N#Cc1nc(NCC(F)F)c2ncn(-c3cc(F)cc(F)c3)c2n1 do in these assays?
NTMT1 inh: 2%

Results for Cc1c(P(=S)(c2ccccc2)c2ccccc2)[n+]2ccccc2n1CC(=O)c1ccccc1 ?
NTMT1 inh: -6%

What do the screens show for `Cc1ccc(NS(=O)(=O)c2cc3c(cc2C)OCC(=O)N3)cc1C`?
NTMT1 inh: -1%
